Gal4-VP16 FLuc: inhibits Gal4-VP16 luciferase reporter, ROR gamma counter-screen. Potency, µM (highest dose often 53.6 µM), for inactives: top-dose activity, negative = inhibition, usual class: inhibitors. Drosophila S2 Gal4-VP16 UAS-luciferase, luminescence, 20 h. AID 2546. hit rate 3.5% among 310,000;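 note: Gal4-VP16 expression switched on by copper sulfate through the metallothionein promoter; % is set by controls: 0 for no effect and ±100 for the full control effect; nearly all actives have a fitted effect of over 50% in size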
RORg inh: inhibitors of mouse ROR gamma transcriptional activity; P51450; AID 2551; hit rate 5.4% among 310,000; Drosophila S2 Gal4-RORgamma UAS-luciferase reporter, 20 h; Potency, µM (series often up to 53.6 µM), without a hit: top-dose activity change, negative = inhibition, hits mostly inhibitors; note: % is set by controls: 0 for no effect and ±100 for the full control effect; nearly all actives have a fitted effect of over 60% in size
Target sequence (P51450 whole entry, looked up, the tested form may be a part): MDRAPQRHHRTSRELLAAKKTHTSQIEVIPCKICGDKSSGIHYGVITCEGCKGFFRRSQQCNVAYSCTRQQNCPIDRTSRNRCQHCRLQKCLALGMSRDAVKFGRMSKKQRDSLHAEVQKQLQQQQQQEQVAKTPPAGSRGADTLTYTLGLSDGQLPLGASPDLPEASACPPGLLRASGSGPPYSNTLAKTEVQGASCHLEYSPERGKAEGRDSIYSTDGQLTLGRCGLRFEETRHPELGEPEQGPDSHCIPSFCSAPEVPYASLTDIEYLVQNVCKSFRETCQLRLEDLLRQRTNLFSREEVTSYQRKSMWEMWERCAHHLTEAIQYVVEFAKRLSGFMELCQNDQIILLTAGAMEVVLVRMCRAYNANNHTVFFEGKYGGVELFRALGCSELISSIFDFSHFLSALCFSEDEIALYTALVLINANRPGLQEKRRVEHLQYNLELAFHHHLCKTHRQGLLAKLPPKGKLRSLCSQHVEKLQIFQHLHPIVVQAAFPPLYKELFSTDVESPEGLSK
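In this cell-based reporter format, copper sulfate (700 uM final) drives Gal4–ROR gamma fusion expression from a metallothionein promoter in Drosophila Schneider cells; compounds preincubated 1 hr, reporter read after 20 hr at ambient temperature.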
uPA surface inh: inhibitors of cell surface uPA generation; cell surface uPA generation assay, qHTS; Potency, µM (titrated, usually from 38.3 µM), for the others: top-dose activity change, negative = inhibition, most hits filed as inhibitors; hit rate 0.31% among 330,000; AID 540303; active = well fitted inhibition curve with a large enough effect; inconclusive = small, poorly fitted or top-dose-only effect; inactive = no such curve, though single readings can be large or run the other way; tested in mouse RAW 264.7 cells; note: % is set by controls: 0 for no effect and ±100 for the full control effect; nearly all actives have a fitted effect of over 55% in size
ELG1 genotox: inducers of genotoxicity in HEK293T ELG1-luciferase cells; AID 504466; HEK293T ELG1-luciferase reporter, luminescence, 16 h; Potency, µM (titrated, usually from 46 µM), for the others: at the top dose activity change, positive = activation, hits mostly activators; hit rate 1.3% among 330,000; note: % of control where 0% means no effect; nearly all actives have a fitted effect of over 60% in size
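After overnight (16 hr) compound treatment at 37 °C, ELG1-luciferase HEK293T cells were lysed with ONE-Glo; luminescence quantified 30 min later at room temperature.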
p53 reactivation: re-activators of mutant p53. H1299 p53-A138V BP100-luciferase reporter, luminescence, 24 h. Potency, µM (highest dose often 92.2 µM), for inactives: at the highest dose activity change, positive = activation, usual class: activators. hit rate 0.063% among 320,000; note: % of control where 0% means no effect; nearly all actives have a fitted effect of over 45% in size
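p53-null H1299 cells stably carrying temperature-sensitive p53-A138V and a BP100-luciferase reporter were pinned with compounds (4-point, 1:5 series) and held 24 hrs at 37 deg C. Luminescence was read 10 min after detection reagent.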
NPC1 prom act: activators of NPC1 promoter. Huh7 NPC1 promoter luciferase reporter, 24 h. hit rate 2.4% among 320,000. Potency, µM (titrated, usually from 9.22 µM), inactives show top-dose activation, hits mostly activators. AID 485313;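 note: % of control where 0% means no effect; nearly all actives have a fitted effect of over 60% in size; reporter is driven by a mutant NPC1 promoter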
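Stable NPC1-promoter luciferase Huh7 line; cpd (DMSO) 24 h, 37 °C, 5% CO2; Amplite luciferase reagent 10 min RT; luminescence readout. qHTS format.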
FLuc modulator: inhibits or activates purified firefly luciferase, miR-21 counter-screen. P08659. purified FLuc, Km substrates, luminescence inhibition. Potency, µM (titrated, usually from 57.5 µM), for inactives: at the top dose activity change, negative = inhibition, actives largely listed as inhibitors. hit rate 6.9% among 360,000;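 note: plate controls were vehicle for no effect and reference inhibitor for full effect; nearly all actives have a fitted effect of over 55% in size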
Target sequence (P08659 whole entry, looked up): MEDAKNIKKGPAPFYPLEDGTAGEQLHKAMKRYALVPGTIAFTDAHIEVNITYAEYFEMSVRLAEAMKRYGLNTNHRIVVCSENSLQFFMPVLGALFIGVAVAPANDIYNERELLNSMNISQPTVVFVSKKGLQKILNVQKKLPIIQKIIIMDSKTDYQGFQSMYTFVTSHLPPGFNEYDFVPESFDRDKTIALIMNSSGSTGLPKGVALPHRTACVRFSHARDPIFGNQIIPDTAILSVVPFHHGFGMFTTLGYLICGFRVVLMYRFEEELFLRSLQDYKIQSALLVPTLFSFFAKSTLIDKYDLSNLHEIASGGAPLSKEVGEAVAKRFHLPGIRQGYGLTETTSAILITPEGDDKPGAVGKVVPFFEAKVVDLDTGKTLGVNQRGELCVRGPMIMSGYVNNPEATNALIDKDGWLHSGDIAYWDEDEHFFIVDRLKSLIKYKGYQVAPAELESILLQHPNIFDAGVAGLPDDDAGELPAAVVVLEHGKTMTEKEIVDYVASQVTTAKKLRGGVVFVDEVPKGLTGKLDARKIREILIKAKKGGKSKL
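Purified P. pyralis luciferase, 10 nM final, with Km-level 10 uM D-luciferin and 10 uM ATP in 50 mM Tris acetate pH 7.5, 10 mM Mg acetate, 0.01% Tween-20, 0.05% BSA; 6-point qHTS titration about 60 µM downward; luminescence read.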
BRCA1 expr up: activators of BRCA1 expression. MCF7-BRCA1-FFLuc reporter, luminescence, 48 h; response scale: scaled: vehicle 0%, 10 µM genistein 100%. Potency, µM (doses to about 46.1 µM), without a hit: at the top dose activation, actives largely listed as activators. hit rate 1.1% among 380,000; note: nearly all actives have a fitted effect of over 80% in size; some results filed as inactive show a strong effect at the top dose
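Quantitative HTS in MCF7 cells stably reporting BRCA1 expression via firefly luciferase. Compound treatment lasts 48 h at 37 °C in phenol-red free MEM. Activation is expressed relative to genistein at 10 microM and DMSO.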
MBNL1 CUG block: blocks human MBNL1 binding to CUG repeat RNA | Q9NR56 | TR-FRET MBNL1-His/biotin-(CUG)12 binding, 665/545 ratio | Potency, µM (series often up to 57.5 µM), inactives show at the highest dose activity change, negative = inhibition, usual class: inhibitors | hit rate 0.036% among 280,000 | AID 2675; active = well fitted inhibition curve with a large enough effect in the signal ratio, with a control signal flat, not every such curve was filed as active; inconclusive = small, poorly fitted or top-dose-only effect, or effect the other way, or a change in a side signal; inactive = no such curve, though single readings can be large or run the other way; the % refers to the signal ratio; note: % is set by controls: 0 for no effect and ±100 for the full control effect
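His-tagged MBNL1 binding to biotinylated (CUG)12 RNA was measured by TR-FRET using terbium anti-His antibody (0.055 ng/ul final) and streptavidin-XL665 (5 nM final). Compounds were titrated 92 nM to 58 uM; 60 min at room temperature.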
Rab9 promoter act: Rab9 promoter activation | Huh7 Rab9 promoter-luciferase reporter, luminescence, 24 h | Potency, µM (top dose mostly 9.22 µM), without a hit: at the highest dose activation, negative = inhibition, hits mostly activators | hit rate 2.8% among 320,000 | AID 485297; note: % of control where 0% means no effect; nearly all actives have a fitted effect of over 60% in size
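Cells were plated at 1500 per well in reduced-serum medium with 10% FBS and left 2 h. Compound in DMSO was then added for 24 h at 37 °C. Reporter signal was read by luminescence after 10 min with luciferase detection reagent.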
Active calls of the source: *; [ ] = another dose, or the depositor's remark. Unless noted, calls come from the whole dose curve; as a rule, active = well fitted curve in the direction sought with a large enough effect; inconclusive = small, poorly fitted or top-dose-only effect, or another doubt; inactive = no such curve, though single readings can be large; an effect the other way counts as inactive or inconclusive. Potency is the fitted concentration of half-maximal effect.

COc1ccc(S(=O)(=O)Nc2ccncc2)c(C)c1C was read as Gal4-VP16 FLuc 10%, RORg inh -7%, uPA surface inh -16%, ELG1 genotox -4%, p53 reactivation 5%, NPC1 prom act 1%, FLuc modulator -4%, BRCA1 expr up -13%, MBNL1 CUG block -4% and Rab9 promoter act 0%.
CCOc1ccc(Br)cc1S(=O)(=O)Nc1ccc(C(=O)OCC(=O)Nc2ccc(C#N)cc2)cc1 was read as Gal4-VP16 FLuc -6%, RORg inh 8%, uPA surface inh -10%, ELG1 genotox -8%, p53 reactivation 0%, NPC1 prom act -6%, FLuc modulator -1%, BRCA1 expr up -22%, MBNL1 CUG block -5% and Rab9 promoter act -1%.
For CCc1ccc(NC(=O)C(C)Sc2nnc(CN3CCCC3)o2)cc1 (stereo not given) the results were uPA surface inh -2%, ELG1 genotox 0%, p53 reactivation 2%, NPC1 prom act -1%, BRCA1 expr up 13% and Rab9 promoter act -1%.
`CCC(C)(C)NC(=O)C(c1ccc(OC)cc1)N(CC1CCCO1)C(=O)CCC(=O)Nc1cc(C)on1` (stereo not given) gave Gal4-VP16 FLuc 3%, RORg inh -1%, uPA surface inh -2%, ELG1 genotox 2%, p53 reactivation -3%, NPC1 prom act 0%, FLuc modulator -1%, BRCA1 expr up -36%, MBNL1 CUG block 3% and Rab9 promoter act -3%.
For COC(=O)CN(c1ccccc1)S(=O)(=O)c1ccccc1 the results were Gal4-VP16 FLuc -3%, RORg inh 1%, uPA surface inh -44%, ELG1 genotox 0%, p53 reactivation -4%, NPC1 prom act 2%, FLuc modulator 1%, BRCA1 expr up -4%, MBNL1 CUG block -3% and Rab9 promoter act 10%.
Cc1cc(Cn2nc(C(=O)NCC3CC3)cc2-c2ccccc2)on1 was read as uPA surface inh -3%, ELG1 genotox 0%, p53 reactivation -12%, NPC1 prom act 1%, FLuc modulator 7%, BRCA1 expr up 0% and Rab9 promoter act -1%.
For Cc1cc(C)cc(-n2ncc3c2CCCC3NC(=O)c2cc(C)n(C)n2)c1 (stereo not given) the results were Gal4-VP16 FLuc 1%, RORg inh 6%, uPA surface inh -26%, ELG1 genotox 0%, p53 reactivation 7%, NPC1 prom act 2%, FLuc modulator -7%, BRCA1 expr up 11%, MBNL1 CUG block -1% and Rab9 promoter act 2%.
`COc1ccc(OCC(O)CNC(=O)Nc2ccccc2)cc1` (stereo not given) gave Gal4-VP16 FLuc -4%, RORg inh 18%, uPA surface inh 3%, ELG1 genotox 0%, p53 reactivation -1%, NPC1 prom act -3%, FLuc modulator -6%, BRCA1 expr up -4% and Rab9 promoter act -3%.
`CCC(C)(C)NC(=O)C(c1ccc(F)cc1)N(Cc1ccco1)C(=O)c1snc(C(N)=O)c1N` (stereo not given) gave Gal4-VP16 FLuc 0%, RORg inh 0%, uPA surface inh -9%, ELG1 genotox 2%, p53 reactivation -1%, NPC1 prom act 4%, FLuc modulator 2%, BRCA1 expr up -9%, MBNL1 CUG block 19% and Rab9 promoter act 0%.
For CN(c1ccccc1)S(=O)(=O)c1cccc(NC(=O)CN2C(=O)NC3(CCCCC3)C2=O)c1 the results were uPA surface inh 0%, ELG1 genotox -2%, p53 reactivation -5%, NPC1 prom act 0%, FLuc modulator 2%, BRCA1 expr up -10% and Rab9 promoter act -6%.
For O=S(=O)(c1cccc2nsnc12)N1CCc2ccccc21 the results were Gal4-VP16 FLuc 1%, RORg inh 13%, ELG1 genotox inconclusive, p53 reactivation inconclusive, NPC1 prom act inconclusive, FLuc modulator 21µM*, BRCA1 expr up -23%, MBNL1 CUG block inconclusive and Rab9 promoter act 3.5µM*.
Cc1cc(NC(=O)CCN2C(=O)c3ccccc3C2=O)no1 was read as Gal4-VP16 FLuc -22%, RORg inh 9%, uPA surface inh -1%, ELG1 genotox -5%, p53 reactivation 0%, NPC1 prom act 0%, FLuc modulator -3%, BRCA1 expr up 1%, MBNL1 CUG block 2% and Rab9 promoter act -2%.
CCCCN1CC(=O)N2[C@H](c3ccc(Cl)cc3)[C@@H]3C(=O)N(CC)C(=O)[C@@H]3[C@]2(C)C1=O was read as Gal4-VP16 FLuc -3%, RORg inh -19%, uPA surface inh 1%, ELG1 genotox 2%, p53 reactivation 13%, NPC1 prom act -1%, FLuc modulator 0%, BRCA1 expr up 0%, MBNL1 CUG block 0% and Rab9 promoter act 1%.
`COc1cc(C(=O)NCCC(=O)NCCCN2CCCCC2)cc(OC)c1OC` gave Gal4-VP16 FLuc 1%, RORg inh -11%, uPA surface inh -5%, ELG1 genotox -1%, p53 reactivation -2%, NPC1 prom act 2%, FLuc modulator 1%, BRCA1 expr up -2%, MBNL1 CUG block -5% and Rab9 promoter act 0%.
Screening C[C@H](CO)N1C[C@H](C)[C@@H](CN(C)Cc2ccccc2)Oc2c(NS(=O)(=O)c3ccccc3)cccc2C1=O returned uPA surface inh 7%, ELG1 genotox -2%, p53 reactivation 0% and BRCA1 expr up 2%.
For COCCCN1C(=O)C(=O)/C(=C(/O)c2ccc(OC(C)C)c(C)c2)C1c1ccncc1 (stereo not given) the results were Gal4-VP16 FLuc 8%, RORg inh 1%, uPA surface inh -4%, ELG1 genotox 3%, p53 reactivation 0%, NPC1 prom act -5%, FLuc modulator 1%, BRCA1 expr up -19%, MBNL1 CUG block inconclusive and Rab9 promoter act 9%.
O=C(NCCCN1CCCC1=O)C1CCN(S(=O)(=O)c2ccc(F)cc2)CC1 was read as uPA surface inh 1%, ELG1 genotox 0%, p53 reactivation 8%, NPC1 prom act -2%, FLuc modulator -2%, BRCA1 expr up -3% and Rab9 promoter act 14%.
For Cc1ccc(Cl)cc1NC(=O)C1CC1c1ccccc1 (stereo not given) the results were Gal4-VP16 FLuc 0%, RORg inh 12%[1.91 µM], uPA surface inh -11%, ELG1 genotox -2%, p53 reactivation 10%, NPC1 prom act -3%, FLuc modulator -16%, BRCA1 expr up 1%, MBNL1 CUG block -13% and Rab9 promoter act 7%.
`COc1cc(CC(=O)OCC(=O)Nc2ccc(N(C)C)cc2)cc(OC)c1OC` gave uPA surface inh -2%, ELG1 genotox -1%, p53 reactivation 9% and BRCA1 expr up -17%.
Screening CCc1ccc(N2CC(C(=O)OCC(=O)Nc3ccc([N+](=O)[O-])cc3)CC2=O)cc1 (stereo not given) returned uPA surface inh 6%, ELG1 genotox 1%, p53 reactivation 8%, NPC1 prom act -1%, FLuc modulator -1%, BRCA1 expr up 16% and Rab9 promoter act -5%.

Pulled one by one from the entries so far (two):
`COc1ccc(OCC(O)CNC(=O)Nc2ccccc2)cc1` (stereo not given) gave Gal4-VP16 FLuc -4%, RORg inh 18%, uPA surface inh 3%, ELG1 genotox 0%, p53 reactivation -1%, NPC1 prom act -3%, FLuc modulator -6%, BRCA1 expr up -4% and Rab9 promoter act -3%.
O=C(NCCCN1CCCC1=O)C1CCN(S(=O)(=O)c2ccc(F)cc2)CC1 was read as uPA surface inh 1%, ELG1 genotox 0%, p53 reactivation 8%, NPC1 prom act -2%, FLuc modulator -2%, BRCA1 expr up -3% and Rab9 promoter act 14%.

Next part:
Screening CC[C@]12c3[nH]c4ccc(Cl)cc4c3CCN1C(=O)[C@@H](CC(=O)NCCCn1ccnc1)C[C@@H]2C(=O)N1CCN(C(=O)C2CC2)CC1 returned uPA surface inh -8%, ELG1 genotox 8%, p53 reactivation 6% and BRCA1 expr up 2%.
CN(C)S(=O)(=O)N1CCCC(C(=O)c2ccc(-c3ccccc3)c(F)c2)C1 (stereo not given) was read as Gal4-VP16 FLuc inconclusive, RORg inh inconclusive, uPA surface inh -15%, ELG1 genotox -8%, p53 reactivation -2%, NPC1 prom act -6%, FLuc modulator inconclusive, BRCA1 expr up -20%, MBNL1 CUG block 13% and Rab9 promoter act -17%.
Screening O=C(NCc1cccnc1)c1ccc(NC(=O)c2cccc([N+](=O)[O-])c2)cc1 returned Gal4-VP16 FLuc 1%, RORg inh 37%, uPA surface inh 6%, ELG1 genotox 0%, p53 reactivation -5%, NPC1 prom act -3%, FLuc modulator 7%, BRCA1 expr up -6%, MBNL1 CUG block inconclusive and Rab9 promoter act -3%.
`COc1ccc(NS(=O)(=O)c2ccc(C)c(NC(=O)c3ccc(C)c(S(=O)(=O)N4CCOCC4)c3)c2)cc1` gave Gal4-VP16 FLuc -10%, RORg inh inconclusive, uPA surface inh -12%, ELG1 genotox -6%, p53 reactivation -5%, NPC1 prom act 2%, FLuc modulator 0%, BRCA1 expr up -39%, MBNL1 CUG block -4% and Rab9 promoter act -6%.

Molecules above that contain two or more sulfur atoms (two):
For O=S(=O)(c1cccc2nsnc12)N1CCc2ccccc21 the results were Gal4-VP16 FLuc 1%, RORg inh 13%, ELG1 genotox inconclusive, p53 reactivation inconclusive, NPC1 prom act inconclusive, FLuc modulator 21µM*, BRCA1 expr up -23%, MBNL1 CUG block inconclusive and Rab9 promoter act 3.5µM*.
`COc1ccc(NS(=O)(=O)c2ccc(C)c(NC(=O)c3ccc(C)c(S(=O)(=O)N4CCOCC4)c3)c2)cc1` gave Gal4-VP16 FLuc -10%, RORg inh inconclusive, uPA surface inh -12%, ELG1 genotox -6%, p53 reactivation -5%, NPC1 prom act 2%, FLuc modulator 0%, BRCA1 expr up -39%, MBNL1 CUG block -4% and Rab9 promoter act -6%.

From PubChem
